CCT modulator: High-Throughput Screening for Modulators of Cytosolic Chaperonin Activity | purified chaperonin ATPase assay, HTRF ADP detection, 30 min | activity change, % (no concentration beside the values), hits read low | 360,000 compounds, 0.3% hits; in the data active = activity change below about -30%; also: % is scaled to controls: 0 for no effect and ±100 for the full control effect
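First, chaperonin was dispensed at 40 nM or 20 nM final depending on batch activity. Next, compounds were pinned at 76 uM and ATP added at 10 uM. After 30 min at 37 °C, ADP detection reagents ran 30 min at ambient temperature.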
TGFb SMAD3 inh: qHTS for Inhibitors of TGF-b. HepG2 CAGA-GFP TGF-b/SMAD3 reporter, GFP fluorescence, 18 h; TGF-beta stimulated, 500 pg/mL final. Potency, µM (series often up to 46.1 µM), for inactives: at the highest dose activity, negative = inhibition, actives largely listed as inhibitors. 410,000 compounds, 1.2% hits; also: potency is read from the fitted curve at half-maximal effect; % is scaled to controls: 0 for no effect and ±100 for the full control effect; nearly all actives have a fitted effect of over 65% in size
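Inhibition of TGF-beta-driven CAGA-GFP reporter expression in HEPG2 cells is measured by cellular GFP fluorescence after 18 h stimulation with 500 pg/mL recombinant TGF-beta in 1% FBS medium at 37 degrees C.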
pAkt inh: HTS Assay for Inhibitors of Akt Phophorylation: Primary Screen; Neuro2A IGF-stimulated pAkt S473 HTRF, 20 min; hits give low values; activity change, % for hits at 50 µM; 360,000 compounds, 0.32% hits; AID 651550, 2012; in the data active = activity change below about -80%; inconclusive = mostly about -51% to -80%; also: % is scaled to controls: 0 for no effect and ±100 for the full control effect
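Single-point screen (50 µM final compound) in Neuro2A cells stimulated 20 min with 6 nM IGF at 37 deg C. After lysis, Ser473-phosphorylated Akt read by HTRF (ex 330 nm, em 615/665 nm) as the 665/615 ratio.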
Nrf2 ARE act: qHTS of Nrf2 Activators. Potency, µM (top dose mostly 46.1 µM), without a hit: at the highest dose activation, most hits filed as activators. AREc32 ARE-luciferase reporter (MCF7-derived line), luminescence, 24 h. 410,000 compounds, 0.31% hits; also: potency is read from the fitted curve at half-maximal effect; % of control where 0% means no effect; nearly all actives have a fitted effect of over 65% in size
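AREc32 cells carrying an ARE-driven firefly luciferase, 1000 cells/well in OPTI-MEM with 5% FBS, dosed after overnight attachment and incubated 24 hr at 37 deg C. Steady-Glo luminescence read after 30 min at RT.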
HepG2 viability: qHTS for Inhibitors of TGF-b: Cytotox Counterscreen | Potency, µM (titrated, usually from 46.1 µM), for the others: at the top dose activity change, negative = cytotoxicity, actives largely listed as cytotoxic | 410,000 compounds, 0.76% hits | HepG2 CAGA-GFP viability, ATP luminescence, 18 h; also: potency is read from the fitted curve at half-maximal effect; some results filed as inactive show a strong effect at the top dose
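CellTiter-Glo luminescence gave cytotoxicity after 18 hours at 37 degrees C. The cells were HepG2 CAGA-GFP in 1% FBS DMEM, stimulated with 500 pg/mL TGF-beta after compound addition. %Activity was normalised to no-cell wells (complete cell-killing) and DMSO (no toxicity), and curves were fitted and classified.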
A549 viability: Nrf2 qHTS screen for inhibitors: counterscreen for cytotoxicity; Potency, µM (doses to about 46 µM), for the others: at the highest dose activity change, negative = cytotoxicity, hits mostly inhibitors; A549 ARE-Fluc cells, CellTiter-Fluor viability, 18-24 h; 390,000 compounds, 0.16% hits; also: potency is read from the fitted curve at half-maximal effect; % is scaled to controls: 0 for no effect and ±100 for the full control effect
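Cytotoxicity counterscreen: CellTiter-Fluor fluorescence was measured in A549 ARE_Fluc cells after 18-24 h of compound exposure in a concentration series. The subsequent BugLite luminescent read reports ARE-luciferase activity.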
MmCpn inh: Inhibitors of TCP-1 ring complex (TRiC) of Methanococcus maripaludis (MmCpn): qHTS. Potency, µM (series often up to 76.9 µM), inactives show top-dose activity, negative = inhibition, hits mostly inhibitors. AID 504842, 2011. 330,000 compounds, 0.031% hits. purified Mm-Cpn ATPase, ADP Transcreener TR-FRET. Chaperonin Mm-Cpn (Methanococcus maripaludis); also: potency is read from the fitted curve at half-maximal effect; % is scaled to controls: 0 for no effect and ±100 for the full control effect; nearly all actives have a fitted effect of over 80% in size
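Inhibition of chaperonin ATP hydrolysis is measured as reduced ADP production, detected by competitive TR-FRET in which signal falls with ADP. Final enzyme 25 nM and ATP 10 uM, reacted 30 min at 37°C.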
Abeta yeast res: qHTS for compounds that reverse cellular toxicity of Amyloid beta (A-beta) peptide in yeast: Primary Screen; yeast expressing A-beta42, growth rescue, OD600, 48 h; response scale: 0% DMSO, 100% iron-clioquinol control; Potency, µM (top dose mostly 46.1 µM), for the others: top-dose growth rescue, most hits filed as activators; 410,000 compounds, 0.063% hits; also: potency is read from the fitted curve at half-maximal effect; nearly all actives have a fitted effect of over 55% in size
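Yeast growth medium received pinned compounds, then yeast cells expressing toxic A-beta were added; plates incubated at 30 C for 48 hr. Growth read as absorbance at 600 nm, normalized to DMSO and equimolar FeCl3 plus clioquinol controls.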
Nrf2 block: Nrf2 qHTS screen for inhibitors | Potency, µM (highest dose often 46 µM), inactives show top-dose activity change, negative = inhibition, actives largely listed as inhibitors | 360,000 compounds, 2.1% hits | A549 ARE-Fluc reporter, luciferase luminescence, 18-24 h; also: potency is read from the fitted curve at half-maximal effect; % is scaled to controls: 0 for no effect and ±100 for the full control effect; nearly all actives have a fitted effect of over 60% in size
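Reporter: ARE-Fluc in A549. Exposure: 18-24 h, 37 °C, 5% CO2, 5% FBS OPTI-MEM. Readouts: fluorescent cytotoxicity (CellTiter-Fluor), then luminescent Nrf2 signal after BugLite.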
An asterisk follows results filed as active; i = inactive; ? = inconclusive; · = no result given; [ ] = another dose, or the depositor's remark. Unless noted, calls follow the shape of the dose curve; as a rule, active = well fitted curve in the direction sought with a large enough effect; inconclusive = small, poorly fitted or top-dose-only effect, or another doubt; inactive = no such curve, though single readings can be large; an effect the other way counts as inactive or inconclusive.

SMILES	CCT modulator	TGFb SMAD3 inh	pAkt inh	Nrf2 ARE act	HepG2 viability	A549 viability	MmCpn inh	Abeta yeast res	Nrf2 block
COc1ccc(C2CCCN2C(=S)Nc2ccc(C)cc2Cl)cc1OC (stereo unspecified)	0.8	-2.2%	i	3.0%	-17.3%	-0.9%	1.9%	-1.2%	?
COc1ccc(OC)c(NC(=O)COC(=O)CCCN=C2NS(=O)(=O)c3ccccc32)c1	0.2	-5.9%	i	3.0%	8.1%	-1.7%	2.6%	?	9.8%
Cc1cc(NC(=O)COC(=O)[C@@H](NS(=O)(=O)c2ccccc2)C(C)C)no1	-0.5	-3.1%	i	-0.9%	-24.0%	4.3%	-0.6%	30.2%	10.5%
CCC1(c2ccc(F)cc2)NC(=O)N(CC(=O)Nc2ccc(S(N)(=O)=O)cc2)C1=O (stereo unspecified)	-2.9	3.1%	i	-0.1%	3.1%	6.3%	0.5%	0.6%	-6.2%
COc1ccccc1OCCNC(=O)c1cc(C2CC2)nc2c1cnn2C(C)C	-4.0	5.4%	i	2.8%	-16.9%	-10.8%	0.3%	1.4%	?
CCN(CC)CCN(C(=O)c1ccco1)c1nc2c(C)cccc2s1	·	-12.6%	·	?	-31.4%	?	·	-27.1%	11.1%
CSc1nsc(SCC(=O)Nc2ccccc2C(=O)O)n1	-0.1	-0.7%	i	5.5%	3.0%	-7.9%	1.1%	1.1%	8.5%
CCOC(=O)N1CC=C2C(C#N)=C(N)C(C#N)(C#N)[C@H](c3ccsc3)[C@H]2C1	0.0	44.5%	·	?	0.8%	-16.5%	-1.3%	2.7%	·
O=C(COC(=O)/C=C/c1ccc([N+](=O)[O-])cc1)NCc1ccco1	-2.6	5.3%	i	3.3%	3.6%	-0.2%	-0.1%	-11.9%	6.8%
CCOc1ccc(-c2nnc(-c3cccs3)o2)cc1OCC	-2.6	-3.9%	i	-0.1%	-2.4%	-1.2%	0.1%	0.7%	16.4%
C[C@H](CO)N1C[C@H](C)[C@@H](CN(C)S(=O)(=O)c2ccccc2)Oc2c(NC(=O)Nc3ccc4c(c3)OCO4)cccc2C1=O	2.2	-7.1%	i	14.7%	0.9%	-0.3%	3.8%	4.9%	-3.5%
CSc1nc(-c2ccco2)nn1S(=O)(=O)c1ccc(C)cc1	0.3	5.5%	i	-0.1%	-3.0%	-7.2%	0.5%	31.2%	12.9%
CC1=CC2=NC(=O)/C(=C\c3cccn3CCOc3ccccc3C)C(=N)N2O1	1.0	?	i	0.6%	-8.6%	?	3.8%	?	-16.3%
O=C(c1ccco1)N1CCN(C(=O)c2cccc3c2C(=O)N(C2CCCCC2)C3)CC1	-0.5	10.1%	i	0.2%	-8.2%	-5.9%	0.1%	8.1%	-4.6%
CCOC(=O)c1cccc(NC(=O)C2CCN(c3nnc(C)c4c(C)n(-c5ccccc5)nc34)CC2)c1	·	?	·	0.1%	-14.0%	-5.3%	·	-23.8%	11.9%
CCOc1cc(/C=N/n2c(C)nnc2C)ccc1O	-1.9	-2.5%	i	0.5%	8.0%	-6.3%	-1.4%	9.1%	?
O=C(Nc1ccccc1)OCCNC(=O)c1cccc(Cl)c1	-1.1	-9.9%	i	2.7%	-1.1%	11.2%	0.5%	22.2%	·
COc1cccc(C2CC(c3cccc(C)c3)n3ncnc3N2)c1 (stereo unspecified)	-0.6	4.2%	i	-0.2%	0.8%	-6.6%	-0.9%	4.1%	-25.5%
Cc1ccc(C(=O)N/C(=C\c2ccc(C)o2)C(=O)O)cc1	-2.8	0.0%	i	-0.5%	-1.7%	-3.1%	1.5%	24.1%	-11.7%
CC1CCCN(C(=O)COC(=O)c2cc(Br)ccc2O)C1 (stereo unspecified)	-0.9	3.5%	i	-0.4%	-0.8%	3.7%	-2.0%	7.9%	3.3%
CCOC(=O)CCn1cnc2ccc([N+](=O)[O-])cc2c1=O	2.5	-5.5%	i	0.0%	-1.4%	-0.9%	0.8%	11.1%	5.7%
COc1cc(C)c(C)cc1S(=O)(=O)Nc1cccc(-c2ccc(N3CCOCC3)nn2)c1	·	?	·	3.2%	-15.7%	-4.2%	·	-4.8%	·
CCOc1cc(/C=N/NC(=O)CN2CCCCC2)ccc1OCc1cccc(Cl)c1	-0.7	?	i	6.9%	-53.7%	3.3%	-0.2%	20.5%	-4.7%
CCOC(=O)C(Cc1c[nH]c2ccc([N+](=O)[O-])cc12)(NC(C)=O)C(=O)OCC	1.4	8.0%	i	0.4%	1.9%	-5.9%	·	-52.1%[inhibitor]	-0.1%
CCN1CNC(=S)N(c2cc(C)ccc2C)C1	-5.1	-7.7%	i	0.1%	0.8%	-0.6%	-0.2%	7.7%	3.2%

The closing 3 entries of the part before open the next one:
SMILES	CCT modulator	TGFb SMAD3 inh	pAkt inh	Nrf2 ARE act	HepG2 viability	A549 viability	MmCpn inh	Abeta yeast res	Nrf2 block
CCOc1cc(/C=N/NC(=O)CN2CCCCC2)ccc1OCc1cccc(Cl)c1	-0.7	?	i	6.9%	-53.7%	3.3%	-0.2%	20.5%	-4.7%
CCOC(=O)C(Cc1c[nH]c2ccc([N+](=O)[O-])cc12)(NC(C)=O)C(=O)OCC	1.4	8.0%	i	0.4%	1.9%	-5.9%	·	-52.1%[inhibitor]	-0.1%
CCN1CNC(=S)N(c2cc(C)ccc2C)C1	-5.1	-7.7%	i	0.1%	0.8%	-0.6%	-0.2%	7.7%	3.2%
COc1ccc(NS(=O)(=O)c2ccc(-c3cnc(C4CC4)o3)cc2)cc1Cl	·	?	·	-0.2%	-90.6%	?	·	6.9%	·
Cc1ccccc1CNCCCSc1nnnn1-c1ccccc1	·	5.4%	·	-0.4%	-12.3%	5.2%	·	-6.5%	18.8%
CCOC(=O)c1c(NC(=O)CSc2nc3c(c(=O)n(C)c(=O)n3C)n2CC)sc(C)c1C	-2.2	-7.6%	i	0.3%	-1.3%	-6.2%	-2.0%	15.3%	8.2%
CC(C)Oc1ccc(CNC(=O)C2CCN(c3nc4ccccc4n(C)c3=O)CC2)cc1	·	-21.0%	·	-0.9%	0.6%	0.7%	·	-3.2%	-11.5%
NC(=O)C1CCN(C(=O)N2c3ccccc3Sc3ccccc32)CC1	6.3	-16.9%	i	4.0%	-40.7%	12.7%	-0.2%	18.4%	-2.7%
CCCC(C)c1nnc(NC(=O)C2CC(=O)N(c3ccc(OCC)cc3)C2)s1 (stereo unspecified)	0.1	2.0%	i	0.3%	2.1%	-0.8%	-2.4%	3.3%	15.9%
O=C(CCC1CCCCC1)NC1CCCCC1	-2.6	-4.9%	i	0.0%	1.5%	-5.0%	2.4%	4.1%	15.6%
Cc1cc(OCC(=O)N2CCN(c3ccccn3)CC2)cc(C)c1Br	-0.3	-6.6%	i	0.0%	0.6%	-1.4%	0.2%	7.7%	-3.4%
CN(C)S(=O)(=O)c1cccc(NC(=S)Nc2ccc(Cl)cc2Cl)c1	-2.6	?	i	0.5%	-0.2%	?	0.1%	-4.3%	22.1%
COc1ccc(S(=O)(=O)N(C)C[C@H]2Oc3ccc(NC(=O)Nc4ccccc4)cc3C(=O)N([C@H](C)CO)C[C@@H]2C)cc1	-0.4	?	i	0.8%	-20.1%	-5.4%	1.4%	5.4%	8.8%
CCc1ccccc1NC(=O)C1CC(c2ccc(F)cc2)=NO1 (stereo unspecified)	0.7	1.2%	i	-0.5%	2.7%	3.2%	-1.9%	28.5%	?
CCC(C)(C)n1nnnc1CN1CCc2ccccc21	-2.0	-0.7%	i	-0.8%	6.7%	-4.8%	2.1%	-7.7%	20.9%
CCn1c(Oc2cccc(Br)c2)nc2c1c(=O)n(C)c(=O)n2C	-44.2*	1.3%	i	-0.3%	-27.3%	-1.4%	0.7%	9.2%	-24.4%
CC(=O)c1cccc(NC(=O)c2cc(=O)[nH]c3ccc(S(=O)(=O)N4CCOCC4)cc23)c1	-2.7	6.5%	i	4.0%	4.3%	4.0%	0.5%	12.8%	0.9%
COc1ccc(Cl)cc1NC(=O)Cn1cc(C(=O)c2ccc(C)cc2)c(=O)c2ccc(C)nc21	·	-12.6%	·	0.5%	-14.6%	-11.4%	·	-15.5%	-6.1%
O=C(COC(=O)COc1ccc2c(c1)CCC2)Nc1ccccc1C(F)(F)F	1.7	-0.6%	i	0.1%	-0.7%	5.7%	0.7%	-16.2%	20.6%
COc1ccc(CNC(=O)[C@@H](NC(=O)C2CCN(S(=O)(=O)c3ccc(C)cc3)CC2)C(C)C)cc1OC	-1.2	10.3%	i	-0.4%	1.6%	7.8%	-2.2%	·	6.1%
COc1ccccc1/C=C/C(=O)NC(=S)Nc1ccc(S(=O)(=O)N(C)c2ccccc2)cc1	-1.1	3.7%	i	0.1%	-4.4%	?	-2.7%	0.4%	-0.6%
CCOc1cccc(CNc2nnnn2C)c1	-1.7	10.3%	i	0.5%	13.8%	-0.5%	-1.4%	-0.5%	-0.3%

Bioassay records as filed in PubChem BioAssay.

Outcome played no part in choosing rows. Share with any hit: about 4.3%.
